# Assay outcomes: PubChem BioAssay, National Center for Advancing Translational Sciences (NCATS)
# ELG1 DNA repair – blocks ELG1-dependent DNA repair in HEK293T cells; HEK293T ELG1-luciferase reporter, luminescence, 16 h; DNA damage induced by 5-fluorouridine; Potency, µM (titrated, usually from 46.1 µM), for inactives: at the top dose activity change, negative = inhibition, most hits filed as inhibitors; 330,000 tested, 2.3% active; AID 504467; note: potency is the fitted concentration of half-maximal effect; % is set by controls: 0 for no effect and ±100 for the full control effect; nearly all actives have a fitted effect of over 55% in size
#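 HEK293T cells expressing luciferase-tagged ELG1 (2,000/well) received 5-Fluorouridine plus compound or DMSO for 16 hr at 37 °C. Luciferase was read by ONE-Glo luminescence after 30 min at room temperature.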
# MBNL1 CUG block – inhibitors of human MBNL1 binding to CUG repeat RNA. TR-FRET MBNL1-His/biotin-(CUG)12 binding, 665/545 ratio. Potency, µM (titrated, usually from 57.5 µM), inactives show top-dose activity change, negative = inhibition, actives largely listed as inhibitors. 280,000 tested, 0.036% active; active = well fitted inhibition curve with a large enough effect in the signal ratio, with a control signal flat, not every such curve was filed as active; inconclusive = small, poorly fitted or top-dose-only effect, or effect the other way, or a change in a side signal; inactive = no such curve, though single readings can be large or run the other way; the % refers to the signal ratio; note: potency is the fitted concentration of half-maximal effect; % is set by controls: 0 for no effect and ±100 for the full control effect
#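 TR-FRET between His-tagged MBNL1 and biotin-(CUG)12 RNA, detected with Tb anti-His antibody (0.055 ng/ul) and streptavidin-XL665 (5 nM), 60 min at room temperature. Compounds titrated 92 nM to 58 uM; 665/545 nm ratio normalized to buffer and complex controls.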
# FLuc modulator – firefly luciferase modulation, counter-screen for miR-21 project; Potency, µM (highest dose often 57.5 µM), inactives show at the top dose activity change, negative = inhibition, actives largely listed as inhibitors; P08659; purified FLuc, Km substrates, luminescence inhibition; AID 588342; 360,000 tested, 6.9% active;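 note: potency is the fitted concentration of half-maximal effect; plate controls were vehicle for no effect and reference inhibitor for full effect; nearly all actives have a fitted effect of over 55% in size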
# Target sequence (P08659 whole entry, looked up): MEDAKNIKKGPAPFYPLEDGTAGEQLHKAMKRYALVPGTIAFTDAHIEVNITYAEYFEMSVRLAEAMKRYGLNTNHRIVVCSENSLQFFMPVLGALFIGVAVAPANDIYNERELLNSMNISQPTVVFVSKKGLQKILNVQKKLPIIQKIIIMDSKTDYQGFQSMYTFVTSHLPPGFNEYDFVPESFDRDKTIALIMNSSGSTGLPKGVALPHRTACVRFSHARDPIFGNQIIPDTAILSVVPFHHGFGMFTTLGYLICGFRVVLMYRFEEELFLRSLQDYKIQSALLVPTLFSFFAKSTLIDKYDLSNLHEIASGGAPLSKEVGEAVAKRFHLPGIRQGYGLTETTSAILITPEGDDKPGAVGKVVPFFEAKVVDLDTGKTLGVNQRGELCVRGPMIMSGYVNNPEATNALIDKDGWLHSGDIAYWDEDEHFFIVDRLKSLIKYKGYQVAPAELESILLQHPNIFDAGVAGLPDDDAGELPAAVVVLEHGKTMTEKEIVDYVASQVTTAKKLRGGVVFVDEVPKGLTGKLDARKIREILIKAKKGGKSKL
#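 Purified P. pyralis luciferase, 10 nM final, with Km-level 10 uM D-luciferin and 10 uM ATP in 50 mM Tris acetate pH 7.5, 10 mM Mg acetate, 0.01% Tween-20, 0.05% BSA; 6-point qHTS titration about 60 µM downward; luminescence read.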
# VP16 counter – inhibits Gal4-VP16 luciferase reporter, ROR gamma counter-screen | Drosophila S2 Gal4-VP16 UAS-luciferase, luminescence, 20 h | Potency, µM (series often up to 53.6 µM), for the others: top-dose activity, negative = inhibition, actives largely listed as inhibitors | 310,000 tested, 3.5% active | AID 2546;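 note: Gal4-VP16 expression switched on by copper sulfate through the metallothionein promoter; potency is the fitted concentration of half-maximal effect; % is set by controls: 0 for no effect and ±100 for the full control effect; nearly all actives have a fitted effect of over 50% in size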
# Mito fusion yeast – blocks mitochondrial division or promotes mitochondrial fusion | S. cerevisiae fusion-defective mutant growth rescue, CellTiterGlo 48 h | 320,000 tested, 0.23% active | Potency, µM (highest dose often 46.1 µM), for inactives: at the highest dose growth rescue (activation), usual class: activators;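 note: potency is the fitted concentration of half-maximal effect; % of control where 0% means no effect; nearly all actives have a fitted effect of over 45% in size; temperature-sensitive fusion mutants such as fzo1-1 at 37 °C on non-fermentable ethanol glycerol medium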
#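 Yeast fusion mutant, YPEG (non-fermentable carbon), compound, 48 h at 37C non-permissive; CellTiterGlo added, 10 min RT, luminescence read. Rescued growth = division inhibition.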
# RORg inh – ROR gamma (mouse) transcription inhibition. P51450. Drosophila S2 Gal4-RORgamma UAS-luciferase reporter, 20 h. Potency, µM (titrated, usually from 53.6 µM), without a hit: top-dose activity change, negative = inhibition, usual class: inhibitors. 310,000 tested, 5.4% active; note: potency is the fitted concentration of half-maximal effect; % is set by controls: 0 for no effect and ±100 for the full control effect; nearly all actives have a fitted effect of over 60% in size
#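 Compounds are pin-transferred onto Drosophila Schneider cells expressing a copper-inducible Gal4–ROR gamma transactivation domain fusion. After 1 hr, copper sulfate is added to 700 uM final; luciferase is read 20 hr later.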
# Menin-MLL TR inh – menin-MLL binding inhibition, Texas Red mutant peptide. Potency, µM (top dose mostly 61.6 µM), for inactives: top-dose FP activity change, negative = inhibition, actives largely listed as inhibitors. AID 1768. O00255. 270,000 tested, 0.23% active. Menin + Texas Red MLL mutant peptide, fluorescence polarization; active = well fitted inhibition curve with a large enough effect in the polarisation, with a control signal flat, not every such curve was filed as active; inconclusive = small, poorly fitted or top-dose-only effect, or effect the other way, or a change in a side signal; inactive = no such curve, though single readings can be large or run the other way; the % refers to the polarisation; note: potency is the fitted concentration of half-maximal effect; % of control where 0% means no effect; many of its hits are not listed in these tables
# Rab9 prom act – activates the Rab9 promoter; Potency, µM (doses to about 9.22 µM), inactives show top-dose activation, negative = inhibition, most hits filed as activators; 320,000 tested, 2.8% active; AID 485297; Huh7 Rab9 promoter-luciferase reporter, luminescence, 24 h; note: potency is the fitted concentration of half-maximal effect; % of control where 0% means no effect; nearly all actives have a fitted effect of over 60% in size
#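 Huh7 cells stably carrying Rab9 promoter–luciferase reporter, plated 1500 cells/well, compound added after 2 h and incubated 24 h at 37 °C; luciferase luminescence then read after 10 min with detection reagent.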
# PKM2 act – activators of human pyruvate kinase M2; P14618; purified PKM2, Kinase-Glo ATP luminescence, activation; response scale: 0% is enzyme alone, no compound; Potency, µM (top dose mostly 57.5 µM), for the others: at the top dose activation, actives largely listed as activators; 260,000 tested, 0.34% active; note: potency is the fitted concentration of half-maximal effect; % is set by controls: 0 for no effect and ±100 for the full control effect; nearly all actives have a fitted effect of over 55% in size
# Target sequence (P14618 whole entry, looked up): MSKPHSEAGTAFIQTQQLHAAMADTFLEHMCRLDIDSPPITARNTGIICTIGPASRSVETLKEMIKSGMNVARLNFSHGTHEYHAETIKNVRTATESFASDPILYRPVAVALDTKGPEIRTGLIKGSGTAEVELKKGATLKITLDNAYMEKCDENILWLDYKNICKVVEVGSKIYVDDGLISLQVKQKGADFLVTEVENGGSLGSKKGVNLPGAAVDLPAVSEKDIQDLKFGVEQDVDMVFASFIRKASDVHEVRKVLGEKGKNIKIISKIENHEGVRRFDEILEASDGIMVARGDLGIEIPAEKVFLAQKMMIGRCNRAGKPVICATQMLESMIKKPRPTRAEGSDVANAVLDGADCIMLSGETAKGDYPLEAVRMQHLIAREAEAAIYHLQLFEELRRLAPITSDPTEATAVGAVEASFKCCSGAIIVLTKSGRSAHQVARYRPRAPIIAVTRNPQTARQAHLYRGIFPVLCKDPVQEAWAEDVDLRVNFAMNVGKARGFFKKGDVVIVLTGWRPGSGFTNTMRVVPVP
#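 Purified hPK-M2 (>95% pure) converted ADP (0.1 mM final) to ATP with 0.5 mM PEP in 50 mM imidazole pH7.2, KCl, MgCl2, Tween 20, BSA; 1 h at room temperature. ATP detected by Kinase-Glo luminescence.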
# KCNH2 3.1 block – inhibitors of human KCNH2 3.1 potassium channel isoform; U2OS KCNH2 3.1, thallium flux FluxOr; hits give low values; activity change, % (tested at about 1.8 µM); 340,000 tested, 0.95% active;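 active = maximum activity change below -70%; inconclusive = maximum activity change from -70% to -50%; inactive = maximum activity change above -50%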;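 note: thallium influx rate constant from kinetic fluorescence after stimulation buffer; % is set by controls: 0 for no effect and ±100 for the full control effect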
#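 Kinetic fluorescence (2 min after stimulation buffer) measures Tl+ influx through KCNH2 3.1 expressed by viral transduction in U2OS cells; the rate constant is normalized against DMSO controls serving as positive and negative references.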
# NPC1 prom act – activators of NPC1 promoter; Huh7 NPC1 promoter luciferase reporter, 24 h; Potency, µM (highest dose often 9.22 µM), without a hit: at the top dose activation, actives largely listed as activators; 320,000 tested, 2.4% active; AID 485313;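 note: potency is the fitted concentration of half-maximal effect; % of control where 0% means no effect; nearly all actives have a fitted effect of over 60% in size; reporter is driven by a mutant NPC1 promoter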
#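 Luciferase expression driven by the NPC1 promoter was measured in stably transfected Huh7 cells after a 24 h compound incubation, using a luciferase reagent and a luminescence read.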
# * marks the source's active call; other numbers are inactive results; ? = inconclusive; / = not tested or not shown; [ ] = another dose, or the depositor's remark. Unless noted, calls come from the whole dose curve; as a rule, active = well fitted curve in the direction sought with a large enough effect; inconclusive = small, poorly fitted or top-dose-only effect, or another doubt; inactive = no such curve, though single readings can be large; an effect the other way counts as inactive or inconclusive. An excerpt (hit frequency here may not be typical).
SMILES,ELG1 DNA repair,MBNL1 CUG block,FLuc modulator,VP16 counter,Mito fusion yeast,RORg inh,Menin-MLL TR inh,Rab9 prom act,PKM2 act,KCNH2 3.1 block,NPC1 prom act
COc1ccc(-c2cn(-c3ccc(SC(F)F)cc3)c3[n+]2CCC3)cc1OC,-7%,-5%,5%,-10%,4%,1%,-25%,0%,-4%,-13,0%
O=C(C1CCCO1)N1CCN(C(=S)Nc2cccc(F)c2)CC1 (stereo not given),21%,-3%,3%,-2%,-2%,4%,/,-4%,-6%,-6,1%
O=C(NC1CCCC1)[C@@H]1CSC2c3ccccc3C(=O)N21 (stereo not given in full),7%,-4%,-2%,10%,-9%,-2%,/,-5%,/,2,2%
CCCCn1c(SCC(=O)NCc2ccccc2)nc2ccc(N3CCOCC3)cc2c1=O,?,12%,-3%,?,0%,?,-2%,-8%,-7%,-10,6%
Cc1csc(SC(C)c2nc3scc(-c4ccccc4)c3c(=O)[nH]2)n1 (stereo not given),?,-14%,-17%,-3%,7%,-2%,/,-10%,0%,1,-1%
COc1cccc(CC(=O)Nc2nc(-c3ccc(OC)c(OC)c3)cs2)c1,26µM*,12%,-12%,4%,-7%,?,9%,-4%,2%,-5,-8%
Cc1csc(SCC(=O)NC(C)C2CC3CCC2C3)n1 (stereo not given),16%,/,5%,/,10%,/,/,2%,/,7,-7%
CCCn1nc(C(=O)OCC(=O)c2c(N)n(C)c(=O)n(C)c2=O)c2ccccc2c1=O,-11%,/,2%,-7%,26%,?,10%,2%,3%,-1,-1%
CN(CCc1cnn(C)c1)Cc1cn(C)nc1-c1ccc2c(c1)OCCO2,-12%,-6%,-3%,-1%,-2%,-16%,-2%,8%,1%,/,-3%
C[C@H]1CC[C@@]2(O[C@H](CCO)C[C@@H](O)[C@@H]2O)O1,25%,-10%,2%,2%,-11%,-16%,-7%,14%,2%,16,-2%
CCN1CCN(C(=O)c2ccc(CN(c3ccc(C)c(C)c3)S(C)(=O)=O)cc2)CC1,5%,-5%,-2%,-7%,1%,-1%,-8%,-11%,2%,12,1%
Cc1sc2ncnc(SCC(=O)c3ccc(O)cc3O)c2c1C,2%,5%,8%,?,-4%,13µM*,/,-2%,3%,-1,1%
Cc1ccc(S(=O)(=O)Nc2ccccc2/C=N/c2nc3ccccc3n2C(C)C)cc1,?,-9%,3%,?,15%,-16%,19%,1%,3%,-11,-1%
COC(C/C=C/[C@@H](O)COCc1ccccc1)OC,-1%,-6%,3%,-17%,8%,-5%,/,1%,-1%,6,1%
Clc1ccccc1-c1nn2c(-c3ccncc3)nnc2s1,10µM*,-4%,4%,/,13%,0%[0.365 µM],-21%,0%,0%,-2,1%
Cc1ccc(Cn2c(=N)c(C(=O)NCc3ccco3)cc3c(=O)n4ccccc4nc32)cc1,?,?,-1%,-6%,1%,-15%,-2%,-5%,15%,-14,0%
COc1ccc(S(=O)(=O)NC(C)C(=O)NCc2cccnc2)cc1OC (stereo not given),-6%,-5%,0%,8%,4%,-3%,2%,2%,-1%,-3,-3%
C[C@@H](C(=O)OCC(=O)Nc1cc(S(=O)(=O)N2CCOCC2)ccc1Cl)N1C(=O)C2CCCCC2C1=O (stereo not given in full),-16%,-8%,6%,-18%,0%,?,9%,-7%,4%,/,-1%
O=C(NNC(=S)NC(=O)c1sc2ccccc2c1Cl)c1ccc(Cl)cc1,?,8%,?,13µM*,-3%,5µM*,?,-1%,-20%,27,-2%
COc1ccccc1C(=O)NCCC(=O)NNC(=O)C1COc2ccccc2O1 (stereo not given),-1%,/,-3%,/,0%,/,/,-5%,/,-13,-8%
CCN(CC)CCNC(=O)c1ccc(Sc2ccc(C)cc2)c(NC(C)=O)c1,2%,11%,0%,-13%,-6%,6%,-8%,-3%,-7%,11,-1%
OCc1ccc(O)c2ncccc12,?,8%,1%,18µM*,-1%,13µM*,8%,-31%[inhibitor],2%,2,-38%[inhibitor]
CC(NC(=O)c1ccco1)c1nc(-c2ccc(C(C)(C)C)cc2)no1 (stereo not given),6%,2%,17µM*,?,18%,?,-1%,0%,-8%,11,8%
COCCCNC(=O)CC(NS(=O)(=O)c1ccc(F)cc1)c1ccc(OC)cc1 (stereo not given),-2%,-3%,0%,5%,-2%,-26%,/,-12%,-4%,-15,2%
C=CCN1CN(CCc2ccccc2)CNC1=S,4%,/,-1%,16µM*,0%,1.6µM*,/,-4%,0%,19,-6%
O=C(Nc1ccc(OC(F)(F)F)cc1)C1CCCN(S(=O)(=O)c2cnc[nH]2)C1 (stereo not given),3%,2%,0%,-7%,1%,23%,/,-4%,/,-11,0%
Cc1cc(C)c(S(=O)(=O)/N=C2/C=C(Sc3ncn[nH]3)C(=O)c3ccccc32)cc1C,21µM*,?,?,3.2µM*,-23%,4µM*,?,-4%,-18%,-20,-8%
Cc1ccc(OCc2nnc(SCC(=O)Nc3ncc(C)s3)o2)cc1,-6%,1%,-14%,-10%,-6%,-33%,/,0%,0%,-7,-6%
C/C(=N\Nc1ccccc1C)c1cccnc1,-7%,2%,17µM*,-4%,-16%,-19%,14%,4%,/,-6,2%
COc1cc(-c2nnc(-c3ccco3)o2)ccc1OCc1ccccc1,-16%,7%,15µM*,-18%,?,?,1%,17%,-4%,1,17%

# Part of the list above in a different format.
# Screens in order – ELG1 DNA repair	MBNL1 CUG block	FLuc modulator	VP16 counter	Mito fusion yeast	RORg inh	Menin-MLL TR inh	Rab9 prom act	PKM2 act	KCNH2 3.1 block	NPC1 prom act
> OCc1ccc(O)c2ncccc12
→ ?	8%	1%	18µM*	-1%	13µM*	8%	-31%[inhibitor]	2%	2	-38%[inhibitor]
> CC(NC(=O)c1ccco1)c1nc(-c2ccc(C(C)(C)C)cc2)no1 (stereo not given)
→ 6%	2%	17µM*	?	18%	?	-1%	0%	-8%	11	8%

# Further records
SMILES,ELG1 DNA repair,MBNL1 CUG block,FLuc modulator,VP16 counter,Mito fusion yeast,RORg inh,Menin-MLL TR inh,Rab9 prom act,PKM2 act,KCNH2 3.1 block,NPC1 prom act
COc1ccc(C(=O)Nc2ccccc2N2CCOCC2)cc1[N+](=O)[O-],13%,?,-1%,-3%,-8%,-5%,-6%,4%,-21%,-15,1%
CSCCC(NC(=O)c1ccoc1C)C(=O)O (stereo not given),0%,0%,8%,8%,1%,-12%,4%,-3%,-5%,-2,1%
Cc1ccc(CNC(=O)CCc2ccc(S(=O)(=O)NC3CCCCC3)cc2)cc1,-28%,-4%,17%,-5%,21%,-9%,-15%,-1%,17%,6,9%
CCNS(=O)(=O)c1ccc(CCC(=O)NCc2ccc(C)cc2)cc1,0%,-13%,0%,-3%,0%,28%,0%,0%,-1%,-14,0%
COc1ccc(-c2nn(CCC#N)cc2/C=N/O)cc1OC,2%,/,-2%,-2%,5%,-3%,-11%,1%,0%,10,-9%
O=C(Nc1ccccc1)c1ccc(F)c(S(=O)(=O)N2CCOCC2)c1,15µM*,-14%,-1%,-7%,-1%,?,3%,4%,-5%,-3,0%
O=C(CCNC(=O)c1ccc(Cl)cc1)Nc1ncccc1O,24%,-1%,2%,4%,1%,6%,/,2%,-15%,-10,-2%
COc1ccccc1/C=C(\NC(=O)c1ccc(OC)c(OC)c1)C(=O)Nc1cc([N+](=O)[O-])ccc1C,0.65µM*,/,0%,4%,-3%,-13%,-4%,-3%,-4%,-17,-4%
CC1CCN(S(=O)(=O)c2ccc3c(ccn3CCC(=O)N3CCCCC3)c2)CC1,1%,5%,2%,1%,7%,16%,1%,-3%,/,12,-2%

# Some of these compounds in order of their number in PKM2 act, low to high.
SMILES | Mito fusion yeast | RORg inh | Menin-MLL TR inh | Rab9 prom act | PKM2 act | NPC1 prom act
COc1ccc(C(=O)Nc2ccccc2N2CCOCC2)cc1[N+](=O)[O-] | -8% | -5% | -6% | 4% | -21% | 1%
O=C(Nc1ccccc1)c1ccc(F)c(S(=O)(=O)N2CCOCC2)c1 | -1% | ? | 3% | 4% | -5% | 0%
COc1ccc(-c2nn(CCC#N)cc2/C=N/O)cc1OC | 5% | -3% | -11% | 1% | 0% | -9%
